Assay outcomes from PubChem.
PfG6PD inh – PfG6PD (Plasmodium falciparum) enzyme inhibition | PfGluPho enzyme, NADPH resazurin-diaphorase fluorescence | inhibition, % at 20 µM | hit rate 0.78% among 350,000;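 active = inhibition reaching at least a set limit at 20 µM in the primary screen, cut at about 59% in these data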;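 also: 0% = DMSO wells with substrate and 100% = DMSO wells lacking glucose-6-phosphate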
SENP1 FRET inh – inhibitors of human SENP1 SUMO protease catalytic domain. Q9P0U3. recombinant SENP1 catalytic domain, CyPet-SUMO1-YPet FRET cleavage. inhibition, % at 10 µM. hit rate 0.21% among 360,000. AID 624204;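 active = inhibition at least 30% at 10 µM, raw YFP signal under a set limit, fluorescence ratio 0.5 to 1.5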;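 also: 0% = enzyme with DMSO and 100% = no enzyme wells; some results filed as inactive read as strong as hits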
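System: Recombinant human SENP1 catalytic domain, His6-tagged | Incubation: Enzyme reaction for 50 min at room temperature, dark | Medium: Tris pH 8 with BME, BSA, NP40 and catalase | Also added: 25 nM SUMO1 FRET substrate | Compound: 10 µM single point, 0.5% DMSO | Measured by: FRET fluorescence in CFP and YFP emission channels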
SENP8 inh – SENP8 (human) protease inhibition. Q96LD8. recombinant SENP8, Nedd8 substrate fluorescence. inhibition, % at 20 µM. hit rate 0.64% among 360,000. AID 602440; in the data active = inhibition mostly above about 40%, no sharp cut-off; inactive = mostly below about 27%
MPTP block – blocks calcium-induced mitochondrial swelling; isolated mouse mitochondria, Ca2+ swelling absorbance, 30 min; inhibition, % at 10 µM; hit rate 1.4% among 360,000; AID 602449;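 active = inhibition of 50% or more, scaled per plate between neutral and stimulator controls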;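 also: 0% = DMSO wells given calcium and 100% = 1 mM EGTA wells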
ATG4B inhibitor – blocks human ATG4B protease cleavage of LC3 substrate; Q9Y4P1; ATG4B cleavage of LC3-PLA2, NBD-HPC fluorescence, 1 h; inhibition, % at 8.33 µM; hit rate 0.51% among 340,000; in the data active = inhibition above about 40%
Target sequence (Q9Y4P1 whole entry, looked up): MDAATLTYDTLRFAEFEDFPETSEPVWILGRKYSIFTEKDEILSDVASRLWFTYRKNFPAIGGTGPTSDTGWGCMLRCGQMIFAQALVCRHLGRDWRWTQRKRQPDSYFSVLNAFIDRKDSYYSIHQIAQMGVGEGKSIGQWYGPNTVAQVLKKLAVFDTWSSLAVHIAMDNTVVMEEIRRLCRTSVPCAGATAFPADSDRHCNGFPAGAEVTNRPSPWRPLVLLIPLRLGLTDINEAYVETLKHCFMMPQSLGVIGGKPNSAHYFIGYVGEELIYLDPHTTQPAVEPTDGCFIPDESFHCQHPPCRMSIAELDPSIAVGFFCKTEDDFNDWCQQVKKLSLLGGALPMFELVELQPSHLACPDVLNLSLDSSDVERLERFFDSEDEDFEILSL
SENP6 inh – blocks the human protease SENP6 | Recombinant SENP6 catalytic domain, aminoluciferin luminescence | inhibition, % at 10 µM | hit rate 1.8% among 330,000 | AID 2599;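 active = inhibition above about 50% at the single tested dose, limit read from the data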;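 also: plate controls were DMSO wells with enzyme for no effect and DMSO wells lacking enzyme for full effect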
GRIN3A LBD mod – modulators (binders) of human NR3A ligand-binding domain; NR3A LBD differential scanning fluorimetry, Tm shift; 0% = protein alone, 100% = glycine-bound protein; Tm shift relative to glycine control, % at 25 µM; hit rate 2.5% among 340,000;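 active = melting temperature shift of at least 10% of the positive control shift, at one fixed dose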
hIAP activ – increases human intestinal alkaline phosphatase activity | purified human IAP, CDP-Star luminescence, 30 min; hits give high values; 1 = vehicle-only enzyme, 0 = enzyme-free background | activation factor at 10 µM | hit rate 0.16% among 330,000 | P09923 | AID 2524;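 active = activation factor of the enzyme at least 2-fold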; also: the source names both 10 and 20 µM as test concentration; values of inactives mirror those of a sister screen read the other way
Target sequence (P09923 whole entry, looked up): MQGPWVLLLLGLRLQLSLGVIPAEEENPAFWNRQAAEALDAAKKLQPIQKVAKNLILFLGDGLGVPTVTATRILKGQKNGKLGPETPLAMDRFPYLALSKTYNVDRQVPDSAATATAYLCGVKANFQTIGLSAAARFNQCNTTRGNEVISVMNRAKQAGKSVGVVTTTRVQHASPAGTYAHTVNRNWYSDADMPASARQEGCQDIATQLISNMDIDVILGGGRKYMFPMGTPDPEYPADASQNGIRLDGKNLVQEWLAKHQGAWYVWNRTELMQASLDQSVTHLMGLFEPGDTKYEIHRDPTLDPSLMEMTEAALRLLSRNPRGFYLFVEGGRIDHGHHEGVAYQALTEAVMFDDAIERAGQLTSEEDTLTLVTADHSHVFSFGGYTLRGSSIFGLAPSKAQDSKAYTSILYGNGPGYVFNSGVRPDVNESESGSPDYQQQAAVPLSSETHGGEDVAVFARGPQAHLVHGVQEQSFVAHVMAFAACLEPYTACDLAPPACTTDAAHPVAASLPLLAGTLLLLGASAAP
Active calls of the source: *.

For Cc1ccccc1-n1c(C)cc(/C=N/NC(=O)c2ccncc2)c1C the results were PfG6PD inh -2, SENP1 FRET inh -1, SENP8 inh 14, MPTP block -1.4, ATG4B inhibitor -4, SENP6 inh 5, GRIN3A LBD mod 1 and hIAP activ 0.93.
Screening Cc1cc(C(=O)NNC(=O)c2sccc2C)c(C)o1 returned PfG6PD inh -11, SENP1 FRET inh 1, SENP8 inh 6, MPTP block 0.5, ATG4B inhibitor 1, SENP6 inh -4, GRIN3A LBD mod 1 and hIAP activ 0.93.
`CSc1nc(-c2ccco2)cc(C(F)(F)F)c1C#N` gave PfG6PD inh 12, SENP1 FRET inh -2, SENP8 inh -339, MPTP block 2.2, ATG4B inhibitor 2, SENP6 inh -2, GRIN3A LBD mod 4 and hIAP activ 1.
For O=C(NCc1cccnc1)c1c(F)c(F)c(F)c(F)c1F the results were PfG6PD inh -10, SENP1 FRET inh -1, SENP8 inh 9, MPTP block -0.7, ATG4B inhibitor 0, SENP6 inh -8, GRIN3A LBD mod -1 and hIAP activ 1.1.
Screening CC(C)CCn1c(SCC(=O)c2ccccc2)nc2c1c(=O)[nH]c(=O)n2C returned PfG6PD inh -12, SENP1 FRET inh 3, SENP8 inh 14, MPTP block 11, ATG4B inhibitor -9, SENP6 inh -1, GRIN3A LBD mod 0 and hIAP activ 1.3.
O=C(NCCS(=O)c1ccc(Cl)cc1)c1cccc(Cl)c1 (stereo not drawn) was read as PfG6PD inh 5, SENP1 FRET inh 3, SENP8 inh 9, MPTP block -1.1, ATG4B inhibitor -11, SENP6 inh -19, GRIN3A LBD mod 0 and hIAP activ 1.
`O=C(c1ccc(S(=O)(=O)Cc2cc(F)ccc2F)c([N+](=O)[O-])c1)N1CCCCC1` gave PfG6PD inh -1, SENP1 FRET inh 2, SENP8 inh 8, MPTP block 1.7, ATG4B inhibitor 12, SENP6 inh 16, GRIN3A LBD mod -1 and hIAP activ 1.2.
Screening O=c1[nH]c(=O)n(Cc2ccco2)c2c1C(C(F)(F)F)(C(F)(F)F)N=C(Cc1ccccc1)N2 returned PfG6PD inh -8, SENP1 FRET inh -28, SENP8 inh -33, MPTP block 29, ATG4B inhibitor 5, SENP6 inh -6, GRIN3A LBD mod -1 and hIAP activ 1.
For COc1ccc(C(=O)NCc2nnc(SCC(=O)N3CCc4ccccc43)n2C2CCCCC2)cc1 the results were PfG6PD inh 7, SENP1 FRET inh 3, SENP8 inh 31, MPTP block 0.7, ATG4B inhibitor -2, SENP6 inh -2, GRIN3A LBD mod -2 and hIAP activ 1.1.
For CC1(C)CN(c2ccccc2)N(Cc2ccc(F)cc2)C1=O the results were PfG6PD inh -4, SENP1 FRET inh 3, SENP8 inh 14, MPTP block 1.6, ATG4B inhibitor 4, SENP6 inh -8, GRIN3A LBD mod 1 and hIAP activ 1.
CS(=O)(=O)Nc1ccccc1C(=O)OCC(=O)NC1CC1 was read as PfG6PD inh 0, SENP1 FRET inh 2, SENP8 inh -48, MPTP block -1.9, ATG4B inhibitor 2, SENP6 inh -3, GRIN3A LBD mod 2 and hIAP activ 1.
For C/C(=N\NC(=O)c1nnn(-c2nonc2N)c1CSc1ccccc1)c1cccnc1 the results were PfG6PD inh 17, SENP1 FRET inh 0, SENP8 inh 13, MPTP block -0.2, ATG4B inhibitor -4, SENP6 inh -8, GRIN3A LBD mod 2 and hIAP activ 1.2.
CCOC(=O)c1cnn(-c2ccccc2)c1-n1cccc1C(=O)C(=O)N(C)C was read as PfG6PD inh 0, SENP1 FRET inh 0, SENP8 inh 8, MPTP block -1.6, ATG4B inhibitor -4, SENP6 inh 22, GRIN3A LBD mod -2 and hIAP activ 1.1.
`CCCN(CCC)c1nc(-c2ccccn2)nc2ccccc12` gave PfG6PD inh 30, SENP1 FRET inh 1, SENP8 inh -18, MPTP block 2.8, ATG4B inhibitor -1, SENP6 inh -22, GRIN3A LBD mod -5 and hIAP activ 1.4.
For COCCn1c(CN2CCN(C(=O)c3ccco3)CC2)nc2c1c(=O)n(C)c(=O)n2C the results were PfG6PD inh -10, SENP1 FRET inh 2, SENP8 inh -69, MPTP block 1.1, ATG4B inhibitor 0, SENP6 inh 5, GRIN3A LBD mod 0 and hIAP activ 1.
COc1cccc(CC(=O)NNC(=O)c2ccc3c(c2)OCO3)c1 was read as PfG6PD inh -3, SENP1 FRET inh -1, SENP8 inh 3, MPTP block -0.5, ATG4B inhibitor -4, SENP6 inh -4, GRIN3A LBD mod -1 and hIAP activ 1.2.
`CCC(C)(CCNC(=O)Cc1ccccc1)c1ccccc1OC` (stereo not drawn) gave PfG6PD inh 15, SENP1 FRET inh -2, SENP8 inh 10, MPTP block 0.4, ATG4B inhibitor 1, SENP6 inh -10, GRIN3A LBD mod 0 and hIAP activ 1.1.
Screening Cc1csc(=O)n1CC(=O)OC(C)C(=O)Nc1cccc(Cl)c1 (stereo not drawn) returned PfG6PD inh 7, SENP1 FRET inh 3, SENP8 inh 2, MPTP block -0.6, ATG4B inhibitor 1, SENP6 inh 2, GRIN3A LBD mod 0 and hIAP activ 0.96.
O=C1Nc2ccc(Br)cc2C12OCCO2 was read as PfG6PD inh 4, SENP1 FRET inh 1, SENP8 inh 3, MPTP block 1.9, ATG4B inhibitor -6, SENP6 inh -4, GRIN3A LBD mod 0 and hIAP activ 1.2.
COc1ccc(N2CCN(C(=O)c3ccc4c(c3)OCO4)CC2)cc1 was read as PfG6PD inh 3, SENP1 FRET inh 2, SENP8 inh 18, MPTP block -3.7, ATG4B inhibitor 1, SENP6 inh 13, GRIN3A LBD mod 1 and hIAP activ 1.

The final three compounds of the part above open the next one:
Screening Cc1csc(=O)n1CC(=O)OC(C)C(=O)Nc1cccc(Cl)c1 (stereo not drawn) returned PfG6PD inh 7, SENP1 FRET inh 3, SENP8 inh 2, MPTP block -0.6, ATG4B inhibitor 1, SENP6 inh 2, GRIN3A LBD mod 0 and hIAP activ 0.96.
O=C1Nc2ccc(Br)cc2C12OCCO2 was read as PfG6PD inh 4, SENP1 FRET inh 1, SENP8 inh 3, MPTP block 1.9, ATG4B inhibitor -6, SENP6 inh -4, GRIN3A LBD mod 0 and hIAP activ 1.2.
COc1ccc(N2CCN(C(=O)c3ccc4c(c3)OCO4)CC2)cc1 was read as PfG6PD inh 3, SENP1 FRET inh 2, SENP8 inh 18, MPTP block -3.7, ATG4B inhibitor 1, SENP6 inh 13, GRIN3A LBD mod 1 and hIAP activ 1.
`CC1=C(C(=O)OCCNC(=O)c2ccccc2O)C(c2ccccc2[N+](=O)[O-])C(C(=O)OCC2CCCO2)=C(C)N1` (stereo not drawn) gave PfG6PD inh 5, SENP1 FRET inh 1, SENP8 inh 9, MPTP block 3.1, ATG4B inhibitor -8, SENP6 inh -5, GRIN3A LBD mod 1 and hIAP activ 0.84.
Screening CSCCC(NS(=O)(=O)c1ccc2ccccc2c1)C(=O)OCC(=O)c1ccc(C(C)C)cc1 (stereo not drawn) returned PfG6PD inh 5, SENP1 FRET inh -3, SENP8 inh 8, MPTP block 4.3, ATG4B inhibitor 6 and GRIN3A LBD mod -9.
Screening CNc1ccccc(-c2ccc3cc4c(cc3n2)OCO4)c1=O returned PfG6PD inh -13, SENP1 FRET inh -61, SENP8 inh -13, MPTP block -0.2, ATG4B inhibitor -2, SENP6 inh 11, GRIN3A LBD mod -3 and hIAP activ 1.2.
For COc1ccc(NC(=O)COC(=O)c2c3c(nc4ccccc24)CCCC3)cc1 the results were PfG6PD inh 1, SENP1 FRET inh -1, SENP8 inh 10, MPTP block 5.7, ATG4B inhibitor -23, SENP6 inh -13, GRIN3A LBD mod -10 and hIAP activ 0.82.
COc1cc(OC)cc(C(=O)NCCCNC(=O)c2cccnc2)c1 was read as PfG6PD inh 12, SENP1 FRET inh 2, SENP8 inh 2, MPTP block 0.3, ATG4B inhibitor -6, SENP6 inh -16, GRIN3A LBD mod -6 and hIAP activ 0.85.
Screening CC(=O)NCCC(=O)NCc1ccc(F)cc1 returned PfG6PD inh -16, SENP1 FRET inh 1, SENP8 inh 4, MPTP block -1.8, ATG4B inhibitor -1, SENP6 inh -9, GRIN3A LBD mod -2 and hIAP activ 1.
COc1ccc(N2CCN(S(=O)(=O)CCNC(=O)C(C)Oc3ccccc3)CC2)cc1 (stereo not drawn) was read as PfG6PD inh 11, SENP1 FRET inh 1, SENP8 inh 14, MPTP block -0.6, ATG4B inhibitor -5, SENP6 inh -10, GRIN3A LBD mod 3 and hIAP activ 1.2.
CC1CCN(C(=O)CC#N)CC1 was read as PfG6PD inh -1, SENP1 FRET inh 1, SENP8 inh 6, MPTP block 7.0, ATG4B inhibitor -5, SENP6 inh 3, GRIN3A LBD mod -1 and hIAP activ 0.9.
For CCOC(=O)c1cnc2c(C)cc(C)cc2c1NCCCN1CCOCC1 the results were PfG6PD inh 10, SENP1 FRET inh 2, SENP8 inh -462, MPTP block 0.4, ATG4B inhibitor 0, SENP6 inh 11, GRIN3A LBD mod 0 and hIAP activ 1.2.
Screening OCC[C@@H]1C[C@H](O)[C@@H](O)[C@@]2(Cc3ccccc3CCO2)O1 returned PfG6PD inh 4, SENP1 FRET inh 0, SENP8 inh 10, MPTP block 0.2, ATG4B inhibitor 11, SENP6 inh -5, GRIN3A LBD mod -2 and hIAP activ 1.1.
CC1=C(Sc2nc3ccccc3[nH]2)C(=O)NC(C)(C)C1 was read as PfG6PD inh 1, SENP1 FRET inh -1, SENP8 inh 6, MPTP block -1.3, ATG4B inhibitor 2, SENP6 inh 8, GRIN3A LBD mod 1 and hIAP activ 1.
`CCOC(=O)C1CCCN(C(=O)c2cc3c(=O)n(C)c4ccccc4c3n2C)C1` (stereo not drawn) gave PfG6PD inh 12, SENP1 FRET inh -1, SENP8 inh -32, MPTP block -0.1, ATG4B inhibitor 1, SENP6 inh -4, GRIN3A LBD mod -2 and hIAP activ 0.92.
CCOc1ccccc1NC(=O)CSc1nnc(-c2cnccn2)n1C was read as PfG6PD inh 15, SENP1 FRET inh 2, SENP8 inh 10, MPTP block 1.5, ATG4B inhibitor -7, SENP6 inh -9, GRIN3A LBD mod 2 and hIAP activ 0.97.
For O=S1(=O)C=C(Sc2nnc(-c3ccccc3)o2)c2ccccc21 the results were PfG6PD inh 43, SENP1 FRET inh 2, SENP8 inh -223, MPTP block -0.4, ATG4B inhibitor -4, SENP6 inh -2, GRIN3A LBD mod 8 and hIAP activ 0.9.
CCCCn1c(N)c(N(Cc2ccccc2OC)C(=O)c2ccc(N3CCCC3=O)cc2)c(=O)[nH]c1=O was read as PfG6PD inh 14, SENP1 FRET inh -3, SENP8 inh 6, MPTP block -0.5, ATG4B inhibitor 5, SENP6 inh -7, GRIN3A LBD mod -1 and hIAP activ 0.96.
Screening Cc1ccc(N(CC(=O)NCC2CCCO2)S(=O)(=O)c2ccc(Cl)cc2)cc1C (stereo not drawn) returned PfG6PD inh 6, SENP1 FRET inh -1, SENP8 inh 4, MPTP block -2.0, ATG4B inhibitor -9, SENP6 inh -2, GRIN3A LBD mod 0 and hIAP activ 1.2.
CCc1nc2ccccc2[nH]c1=O was read as PfG6PD inh -4, SENP1 FRET inh 3, SENP8 inh -144, MPTP block -0.1, ATG4B inhibitor -4, SENP6 inh 3, GRIN3A LBD mod 0 and hIAP activ 1.1.
For Clc1ccccc1Cc1noc(CN2CCN3CCCC3C2)n1 (stereo not drawn) the results were PfG6PD inh -25, SENP1 FRET inh -1, SENP8 inh 8, MPTP block -0.5, ATG4B inhibitor 4, SENP6 inh 2, GRIN3A LBD mod -1 and hIAP activ 1.1.
`CC(=Nc1ccc(C)c(C)c1)C1=C(O)CCC1=O` gave PfG6PD inh 0, SENP1 FRET inh -2, SENP8 inh 9, MPTP block -0.7, ATG4B inhibitor 10, SENP6 inh -5, GRIN3A LBD mod -2 and hIAP activ 1.1.
CCN(C(=O)C1CCN(c2nc(-c3ccc(OC)cc3)no2)CC1)c1ccc(OC)cc1 was read as PfG6PD inh 7, SENP1 FRET inh 2, SENP8 inh 3, MPTP block 0.8, ATG4B inhibitor -12, SENP6 inh -14, GRIN3A LBD mod 0 and hIAP activ 1.
